Source: PubChem
TLR9-MyD88 inh: blocks human TLR9 binding to MyD88 | Q9NR96+Q99836 | CHO BLA complementation TLR9-MyD88, CCF4 FRET ratio | inhibition, % at 4.98 µM | 0.21% of 340,000 active;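 active = inhibition above the mean over all tested compounds plus 3 SD, cut at about 21% in these data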;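 note: 0% = DMSO only wells and 100% = clavulanate BLA inhibitor control wells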
MC4R antag cAMP: human MC4R antagonism in cAMP assay. P32245. MC4R-expressing cells, MTII-stimulated cAMP, LANCE TR-FRET. inhibition, % at 6.5 µM. 0.48% of 360,000 active. AID 540295;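 active = inhibition above its plate's cutoff, the mean of tested wells on that plate plus 3 SD, cut at about 29% in these data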;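 note: 0% = Melanotan II alone and 100% = Melanotan II plus saturating MCL0020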
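Test system: U2OS cells stably expressing human melanocortin 4 receptor (MC4R); also added: Melanotan II challenge; compound: 6.5 µM single dose; timing: 30-min compound preincubation, 1-h Melanotan II challenge, 1-h detection, room temperature; signal: Eu-cAMP/anti-cAMP TR-FRET, emission 671 nm; repeats: one well per compound, no replicates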
NOD2-RIPK2 inh: NOD2-RIPK2 protein interaction inhibition. O43353. CHO BLA complementation NOD2-RIPK2, CCF4 ratio. inhibition, % at 4.98 µM. 0.38% of 360,000 active. AID 624267; in the data active = inhibition above about 21%;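 note: 0% = vehicle only and 100% = reference blocker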
Target sequence (O43353 whole entry, looked up): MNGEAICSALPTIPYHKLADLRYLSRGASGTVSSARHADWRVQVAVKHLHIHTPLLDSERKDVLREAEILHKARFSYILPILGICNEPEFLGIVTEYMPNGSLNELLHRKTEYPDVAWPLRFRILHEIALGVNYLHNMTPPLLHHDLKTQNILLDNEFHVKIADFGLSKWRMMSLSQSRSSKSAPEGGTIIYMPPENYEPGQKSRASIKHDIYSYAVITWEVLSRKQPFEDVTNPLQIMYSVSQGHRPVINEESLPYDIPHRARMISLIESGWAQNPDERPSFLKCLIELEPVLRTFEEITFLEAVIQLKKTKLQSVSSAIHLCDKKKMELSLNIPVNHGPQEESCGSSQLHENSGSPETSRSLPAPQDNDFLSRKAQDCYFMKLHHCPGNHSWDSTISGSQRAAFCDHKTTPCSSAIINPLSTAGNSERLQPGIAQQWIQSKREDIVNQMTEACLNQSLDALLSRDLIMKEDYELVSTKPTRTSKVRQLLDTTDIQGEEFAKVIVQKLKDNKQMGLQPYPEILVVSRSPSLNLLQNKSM
Glyco luc inh: N-linked glycosylation inhibition; D54 ERlucT glycosylation luciferase reporter, 24 h; percent of 100 nM tunicamycin response; reporter increase, % at 12.5 µM; 0.23% of 360,000 active; AID 588692;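 active = mean luciferase reporter signal, scaled so untreated is 0 and the glycosylation-blocking control 100, at or above a set limit in every replicate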;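 note: luciferase carries N-glycosylation sites so blocking glycosylation raises the light; 0% = median of neutral control wells and 100% = median of 100 nM tunicamycin wells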
m5-HT2A agonist: activates the mouse 5-HT2A serotonin receptor. CHO-K1 mHTR2A beta-arrestin complementation, luminescence; percent of 30 µM serotonin response. activation, % at 7.6 µM. 0.66% of 360,000 active. AID 624169;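 active = activation above a run cutoff, the mean activation of all tested compounds plus 3 SD, cut at about 14% in these data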;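 note: 0% = plate median of compound wells and 100% = 30 µM serotonin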
Target sequence (P35363 whole entry, looked up): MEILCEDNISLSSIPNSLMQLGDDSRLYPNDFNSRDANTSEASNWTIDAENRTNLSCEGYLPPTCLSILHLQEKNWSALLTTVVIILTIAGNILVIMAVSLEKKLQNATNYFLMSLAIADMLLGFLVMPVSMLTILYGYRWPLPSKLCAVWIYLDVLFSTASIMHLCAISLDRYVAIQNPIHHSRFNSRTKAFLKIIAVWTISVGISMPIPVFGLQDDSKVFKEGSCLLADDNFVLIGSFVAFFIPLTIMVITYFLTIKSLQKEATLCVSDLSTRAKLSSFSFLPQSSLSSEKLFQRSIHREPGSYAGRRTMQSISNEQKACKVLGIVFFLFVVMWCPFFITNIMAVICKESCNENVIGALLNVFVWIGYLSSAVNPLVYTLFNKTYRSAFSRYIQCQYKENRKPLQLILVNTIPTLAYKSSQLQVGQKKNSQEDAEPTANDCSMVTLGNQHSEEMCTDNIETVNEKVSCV
H9c2 protect: modulators protecting cardiomyocytes from myocardial damage; H9c2 cardiomyocytes, H2O2 injury protection, ATPLite, 2 h; protection from H2O2 cell death, % at 20 µM; 0.63% of 360,000 active; AID 588492;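 active = compounds giving at least 50% protection of heart cells from peroxide-induced death in the single-dose screen, raw or plate-pattern-corrected value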;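 note: 0% = DMSO wells with peroxide and 100% = DMSO wells without peroxide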
MC4R barr agon: activates human MC4R beta-arrestin recruitment; P32245; U2OS MC4R beta-arrestin complementation, luminescence; percent of melanotan II response, DMSO zero; activation, % at 8.9 µM; 0.98% of 360,000 active; AID 540308;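 active = activation above a per-plate cutoff, the mean activation of sample wells on that plate plus 3 SD, cut at about 8% in these data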
ABHD5 PLIN5 PPI: ABHD5-PLIN5 protein interaction inhibition; inhibition, % at 4 µM; Split G. princeps luciferase complementation, luminescence, 4 h; AID 602281; 0.78% of 360,000 active; Q00G26+Q8WTS1;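 active = inhibition above the mean inhibition across every tested compound plus 3 SD, cut at about 22% in these data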;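 note: 0% = DMSO only wells and the 100% control is not disclosed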
NCOA2 inhibitor: inhibits human steroid receptor coactivator 2; Q15596; HEK293 GAL4-SRC2 luciferase reporter, luminescence; inhibition, % at 9 µM; 0.17% of 370,000 active;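 active = inhibition above the mean inhibition of all tested compounds plus 3 SD, set per campaign, cut at about 52% in these data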;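 note: 0% = DMSO treated cells and 100% = cells given Gossypol at 36 µM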
ABCB6 inh MLPCN: inhibitors of human ABC transporter ABCB6 | AID 602162 | K562-ABCB6 porphyrin accumulation, flow cytometry, 1 h; stronger effect = lower value | 0.19% of 360,000 active | fluorescence ratio to DMSO, % at 10 µM;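 active = fluorescence ratio to DMSO below 75%, the collection mean minus 3 SD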;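 note: signal is porphyrin accumulated inside mitochondria; 100% equals median channel fluorescence of DMSO control wells; lower ratio means ABCB6 inhibition with less porphyrin fluorescence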
Active calls of the source: *; nt = no result given. An excerpt. The share of hits here may be higher or lower than overall.

SMILES	TLR9-MyD88 inh	MC4R antag cAMP	NOD2-RIPK2 inh	Glyco luc inh	m5-HT2A agonist	H9c2 protect	MC4R barr agon	ABHD5 PLIN5 PPI	NCOA2 inhibitor	ABCB6 inh MLPCN
COc1ccc(C(NCC(=O)Nc2c(C)cccc2C)c2ccccc2)cc1 (configuration not stated)	3	3	-10	-1	-2	-3	-0.7	-14	-5	99
Cn1c(N)c(C(=O)CSc2nnc(C3CC3)n2-c2ccccc2)c(=O)n(C)c1=O	7	-1	-7	1	10	25	-1.7	1	-3	92
CCN(C(=O)Cc1cccs1)c1nnc(-c2cccnc2)s1	8	6	1	1	2	7	-0.2	-1	-3	95
O=C(CSc1nccn1-c1ncc(C(F)(F)F)cc1Cl)c1ccc(Cl)cc1	-13	7	2	-7	0	-4	0.3	-2	-14	nt
COc1cccc(NC2=NCCCCC2)c1	-11	13	-3	-2	11	2	-1.7	0	1	98
OC(CNC1CCCCC1)COCCOc1ccc(Br)cc1 (configuration not stated)	-4	6	-10	2	-6	10	-0.5	7	17	99
CCCN(CC(=O)Nc1ccccc1C)C(=O)COc1c(Cl)cccc1Cl	-1	-2	-9	-1	0	0	-1.3	-4	-11	94
Cc1ccccc1C(=O)N1CCC(C(=O)Nc2ccc(S(=O)(=O)N(C)C(C)C)cc2)CC1	-8	7	3	-3	-3	-7	0.1	2	12	98
CC(=O)NC(Cc1ccccc1)Cc1ccccc1	-6	-8	-8	2	5	2	0.1	-1	-3	94
COC(=O)[C@@]1(C(C)C)N=C(c2cc(OC)c(OC)c(OC)c2)[C@]2(O1)C(=O)N(C)c1ccccc12	nt	nt	-7	nt	0	nt	nt	-2	10	102
O=C1C2C3c4ccccc4C(c4ccccc43)C2c2nc3ccccc3n21 (configuration not stated)	6	7	14	1	-6	5	0.6	-4	19	92
COc1cccc(-c2ccc(C#N)c(SCC(=O)NCCc3ccc(Cl)cc3)n2)c1	7	0	-7	-1	-2	-8	4.6	1	-30	104
Cc1[nH]n(-c2cccc(Cl)c2)c(=O)c1C=NCc1ccco1	11	2	6	-1	3	-5	2.2	3	-77	93
Cc1cc(NC(=O)c2ccccc2NS(=O)(=O)c2c(C)c(C)cc(C)c2C)no1	9	3	2	-2	3	-12	3.7	-9	-19	98
Oc1c(C(Nc2nc3ccccc3s2)c2ccco2)ccc2cccnc12 (configuration not stated)	3	-3	-4	-14	-1	43	-1.6	45*	5	98
O=C(CSc1nc(O)c(C2CCCCC2)c(=O)[nH]1)Nc1ccc(Cl)cc1	-7	8	-5	0	4	5	-0.1	8	-9	96
S=C(c1ccccc1)N(c1ccccc1)c1ccccc1	12	14	7	-1	-1	-10	2.9	-4	-13	99
N#CC(C(=O)CCN1C(=O)C2CC=CCC2C1=O)c1nc2ccccc2[nH]1 (configuration not stated)	7	8	-2	1	0	6	-0.1	-3	-36	96
Cc1cccc(N2CCN(S(=O)(=O)c3cccs3)CC2)c1C	-10	11	-3	-2	-2	-10	-1.2	0	-17	95
Cc1nc(SCC(=O)NC2CCCC2)c2oc3ccccc3c2n1	7	6	1	-3	2	-8	1.5	-2	-4	103
CC(C)CCNC(=O)CN(Cc1ccccc1)C(=O)CCC(=O)Nc1ccccn1	0	18	-1	3	8	8	-2.3	-6	-20	92
O=C(CN1CCOCC1)Nc1ncccn1	-10	-2	-8	1	0	4	-2.2	1	-12	98
COc1ccc(C(=O)C=Cc2cccs2)c(O)c1	-8	-1	-8	8	-4	-21	0.5	20	-76	98
COc1ccc(NC(=O)CN(C)CC(=O)N(CC(C)C)c2c(N)n(CC(C)C)c(=O)[nH]c2=O)cc1	-4	4	-9	2	-6	0	-1.2	-4	6	97
COc1ccc(C2=NN(C(C)=O)C(c3ccccc3)C2)cc1 (configuration not stated)	3	-1	-7	1	7	1	-2.6	0	10	101
OC(c1ccccc1)(c1nc(-c2cccc(C(F)(F)F)c2)cs1)C(F)(F)F (configuration not stated)	nt	9	3	1	-6	-8	-2.4	-20	17	95
O=C(NCc1n[nH]c(=S)n1-c1cccc(C(F)(F)F)c1)c1ccco1	1	2	-10	-1	6	7	-0.3	5	0	88
COc1ccc([C@H]2CC(=O)C=C(c3ccc(C)c4ccccc34)C2)cc1	7	3	-10	-2	-2	-9	0.2	8	-2	93
COc1cc(C)c(NC(=O)C(=S)N2CCCC2)cc1C	1	-7	4	2	1	0	-2.7	2	13	96
CC1Cc2ccccc2N1C(=O)C(C)n1cc(C(F)(F)F)cc(Cl)c1=O (configuration not stated)	-1	1	5	0	6	-4	-1.8	3	-34	100
CC(=O)c1ccccc1NC(=O)COC(=O)c1c(C)nn(-c2ccccc2)c1C	-26	-10	-11	-2	5	13	3.0	-5	-39	93
CCOC(=O)C(C)Oc1cccc2c(=O)n(CC(=O)Nc3ccc(OC)cc3)ccc12 (configuration not stated)	nt	-2	-5	-1	-6	2	-0.9	-4	-20	98
COC(CNC(=O)c1cnn2c(C)c(Cc3ccccc3)c(C)nc12)OC	5	-13	-3	-5	6	-1	1.3	5	3	92
O=C(NCC(c1cccs1)N1CCOCC1)c1ccccc1NS(=O)(=O)c1ccc(Cl)cc1 (configuration not stated)	1	10	-9	-1	-3	-6	-1.9	-1	-10	96
Cc1cccc2cc(CN(CCN(C)C)C(=S)Nc3ccccc3)c(=O)[nH]c12	-4	1	5	1	-6	10	1.0	4	-27	104
CCC1ON(c2ccccc2)C2c3nc4ccccc4n3CC12 (configuration not stated)	-5	1	-19	2	6	5	0.0	5	-25	97
CCn1cc(/C=C(\NC(=O)c2ccccc2OC)C(=O)N2CCN(C)CC2)c2ccccc21	-12	1	-4	4	-1	7	-2.7	3	20	101
CCCCc1ccc(-c2c(C#N)c(N)nc3c2CCCC3)s1	-4	-2	-3	3	1	-3	-0.8	-2	-26	87
CC(=O)Nc1ccc(NC(=O)C(C)OC(=O)c2ccc(C)s2)cc1 (configuration not stated)	0	-4	1	0	1	-5	-0.9	9	-17	103
CC[C@]12C(=O)N(C)C[C@H]([C@@H]3C(=O)N(C)C(=O)[C@@H]31)N2C(=O)c1ccc(Cl)cc1	-1	4	-12	1	0	1	-1.3	-1	-4	96
Cc1ccc(CN(C)C[C@H]2OCc3cnnn3CCCC(=O)N([C@@H](C)CO)C[C@@H]2C)cc1	-9	1	7	2	3	19	-0.5	4	-3	102
COc1cc(CCC(=O)Nc2ccc(S(=O)(=O)N3CCOCC3)cc2)cc(OC)c1OC	-5	5	-1	1	2	0	0.1	13	11	90
C(=N\Nc1nc2ccccc2[nH]1)/C1CCCCC1	4	10	-11	-1	-9	-27	-1.1	-6	-18	100
O=C(CN(c1ccccc1F)S(=O)(=O)c1ccccc1)Nc1ccc2c(c1)OCCO2	8	7	4	-2	-4	9	-3.5	-6	-4	93
CC(=O)N[C@@H](Cc1c[nH]c2ccccc12)C(=O)NC1CCCc2ccccc21 (some centres not stated)	-3	-3	-2	0	-2	-6	0.1	6	-26	93
COc1ccccc1Cn1c(C(C)C)nc2ccccc21	0	14	-5	3	1	-6	-1.2	2	6	98
COc1ccc(OC)c(Nc2cc(C)nc3ccc(C)cc23)c1	-16	4	0	12	-2	-3	-1.2	-3	10	94
Cc1ccccc1CNC(=O)C(C)Sc1ccccc1 (configuration not stated)	-8	0	-8	-3	-6	5	4.6	-5	-12	103
CCc1ccc(S(=O)(=O)/N=C2\C=C(NS(=O)(=O)c3ccccc3)C(=O)c3ccccc32)cc1	6	1	-1	1	-5	-5	1.8	-6	-8	95
CC(C)NC(=O)c1ccc(NC(=O)CC2SC(N3CCCCC3)=NC2=O)cc1 (configuration not stated)	-8	10	-1	0	-4	10	0.6	0	5	101
COc1ccc(-c2n[nH]c3c2CN(C(=O)c2ccc(F)cc2)CC3)cc1	3	8	-1	0	1	0	-0.3	2	6	101
COc1ccc2nc(NC(=O)c3ccc(NC(=O)C4CCCO4)cc3)sc2c1 (configuration not stated)	4	13	-4	-6	-3	36	-1.7	3	-28	96
CCOc1c(OC)cccc1C1CC(=O)Nc2cc(OC)c(OC)cc21 (configuration not stated)	2	6	-6	2	-2	8	-0.2	-1	-9	100
O=C(NCc1cccs1)c1noc2c1CCCC2	5	-1	4	7	-5	4	-2.0	-4	-7	103

Reformatted with bars between the fields: entries from further up.
Compound | TLR9-MyD88 inh | MC4R antag cAMP | NOD2-RIPK2 inh | Glyco luc inh | m5-HT2A agonist | H9c2 protect | MC4R barr agon | ABHD5 PLIN5 PPI | NCOA2 inhibitor | ABCB6 inh MLPCN
COc1cc(CCC(=O)Nc2ccc(S(=O)(=O)N3CCOCC3)cc2)cc(OC)c1OC | -5 | 5 | -1 | 1 | 2 | 0 | 0.1 | 13 | 11 | 90
C(=N\Nc1nc2ccccc2[nH]1)/C1CCCCC1 | 4 | 10 | -11 | -1 | -9 | -27 | -1.1 | -6 | -18 | 100
O=C(CN(c1ccccc1F)S(=O)(=O)c1ccccc1)Nc1ccc2c(c1)OCCO2 | 8 | 7 | 4 | -2 | -4 | 9 | -3.5 | -6 | -4 | 93
CC(=O)N[C@@H](Cc1c[nH]c2ccccc12)C(=O)NC1CCCc2ccccc21 (some centres not stated) | -3 | -3 | -2 | 0 | -2 | -6 | 0.1 | 6 | -26 | 93
COc1ccccc1Cn1c(C(C)C)nc2ccccc21 | 0 | 14 | -5 | 3 | 1 | -6 | -1.2 | 2 | 6 | 98
COc1ccc(OC)c(Nc2cc(C)nc3ccc(C)cc23)c1 | -16 | 4 | 0 | 12 | -2 | -3 | -1.2 | -3 | 10 | 94
Cc1ccccc1CNC(=O)C(C)Sc1ccccc1 (configuration not stated) | -8 | 0 | -8 | -3 | -6 | 5 | 4.6 | -5 | -12 | 103
CCc1ccc(S(=O)(=O)/N=C2\C=C(NS(=O)(=O)c3ccccc3)C(=O)c3ccccc32)cc1 | 6 | 1 | -1 | 1 | -5 | -5 | 1.8 | -6 | -8 | 95
CC(C)NC(=O)c1ccc(NC(=O)CC2SC(N3CCCCC3)=NC2=O)cc1 (configuration not stated) | -8 | 10 | -1 | 0 | -4 | 10 | 0.6 | 0 | 5 | 101
COc1ccc(-c2n[nH]c3c2CN(C(=O)c2ccc(F)cc2)CC3)cc1 | 3 | 8 | -1 | 0 | 1 | 0 | -0.3 | 2 | 6 | 101
COc1ccc2nc(NC(=O)c3ccc(NC(=O)C4CCCO4)cc3)sc2c1 (configuration not stated) | 4 | 13 | -4 | -6 | -3 | 36 | -1.7 | 3 | -28 | 96
CCOc1c(OC)cccc1C1CC(=O)Nc2cc(OC)c(OC)cc21 (configuration not stated) | 2 | 6 | -6 | 2 | -2 | 8 | -0.2 | -1 | -9 | 100
